Screens from PubChem BioAssay.
NCOA3 inh – inhibitors of human steroid receptor coactivator 3 (SRC3) | Q9Y6Q9 | HEK293 GAL4-SRC3 luciferase reporter, luminescence | inhibition, % at 3.6 µM | 360,000 compounds, 0.17% hits | AID 588352;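 active = inhibition above a per-campaign cutoff, the mean of all compounds plus 3 SD, cut at about 60% in these data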;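 also: 0% = DMSO-treated cells and 100% = gossypol-treated cells at 36 µM; higher means less SRC3-driven luciferase light from the GAL4 reporter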
NCOA2 inhibitor – human SRC2 (NCOA2) inhibition; AID 651957; inhibition, % at 9 µM; Q15596; HEK293 GAL4-SRC2 luciferase reporter, luminescence; 370,000 compounds, 0.17% hits;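 active = inhibition above the mean inhibition of all tested compounds plus 3 SD, set per campaign, cut at about 52% in these data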;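 also: 0% = DMSO treated cells and 100% = cells given Gossypol at 36 µM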
Target sequence (Q15596 whole entry, looked up, the tested form may be a part): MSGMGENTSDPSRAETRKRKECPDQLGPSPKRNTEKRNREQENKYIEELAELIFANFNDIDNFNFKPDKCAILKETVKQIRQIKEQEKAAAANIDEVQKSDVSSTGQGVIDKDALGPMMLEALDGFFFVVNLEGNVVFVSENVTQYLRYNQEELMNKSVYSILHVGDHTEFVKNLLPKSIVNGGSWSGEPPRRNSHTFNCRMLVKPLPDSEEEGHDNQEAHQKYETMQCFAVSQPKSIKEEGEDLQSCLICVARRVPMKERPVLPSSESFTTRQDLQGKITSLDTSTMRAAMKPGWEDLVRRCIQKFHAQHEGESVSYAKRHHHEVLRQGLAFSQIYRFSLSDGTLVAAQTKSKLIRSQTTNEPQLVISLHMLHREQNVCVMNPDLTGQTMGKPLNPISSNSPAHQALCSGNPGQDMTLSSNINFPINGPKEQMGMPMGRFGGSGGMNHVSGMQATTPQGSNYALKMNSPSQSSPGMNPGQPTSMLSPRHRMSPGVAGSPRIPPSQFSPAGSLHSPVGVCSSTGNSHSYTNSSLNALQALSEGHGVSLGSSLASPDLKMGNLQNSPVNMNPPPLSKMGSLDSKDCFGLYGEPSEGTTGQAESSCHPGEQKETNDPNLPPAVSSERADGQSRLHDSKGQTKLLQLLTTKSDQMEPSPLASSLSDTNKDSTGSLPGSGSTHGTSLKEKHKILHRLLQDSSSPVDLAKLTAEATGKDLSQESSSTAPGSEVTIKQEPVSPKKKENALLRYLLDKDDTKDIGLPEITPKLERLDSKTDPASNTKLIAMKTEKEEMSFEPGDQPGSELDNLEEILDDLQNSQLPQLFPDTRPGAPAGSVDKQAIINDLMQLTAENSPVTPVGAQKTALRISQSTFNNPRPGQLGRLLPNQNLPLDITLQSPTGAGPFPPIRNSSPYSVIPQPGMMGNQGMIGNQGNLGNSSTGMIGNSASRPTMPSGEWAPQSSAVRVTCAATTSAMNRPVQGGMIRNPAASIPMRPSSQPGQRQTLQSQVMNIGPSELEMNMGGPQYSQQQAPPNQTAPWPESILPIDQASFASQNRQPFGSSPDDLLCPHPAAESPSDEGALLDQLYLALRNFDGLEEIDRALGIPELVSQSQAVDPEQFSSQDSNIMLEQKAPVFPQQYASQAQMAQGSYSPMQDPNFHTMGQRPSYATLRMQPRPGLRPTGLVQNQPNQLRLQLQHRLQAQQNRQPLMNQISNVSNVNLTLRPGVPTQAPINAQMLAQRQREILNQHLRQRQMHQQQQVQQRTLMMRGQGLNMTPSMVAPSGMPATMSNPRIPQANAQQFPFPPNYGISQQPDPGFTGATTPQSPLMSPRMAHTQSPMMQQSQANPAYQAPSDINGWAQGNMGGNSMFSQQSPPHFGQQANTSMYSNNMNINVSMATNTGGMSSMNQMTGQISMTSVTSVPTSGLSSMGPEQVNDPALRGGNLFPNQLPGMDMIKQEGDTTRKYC
TLR9-MyD88 block – blocks human TLR9 binding to MyD88 | inhibition, % at 4.98 µM | 340,000 compounds, 0.21% hits | AID 504734 | CHO BLA complementation TLR9-MyD88, CCF4 FRET ratio;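 active = inhibition above the mean over all tested compounds plus 3 SD, cut at about 21% in these data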;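 also: 0% = DMSO only wells and 100% = clavulanate BLA inhibitor control wells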
ABHD5-PLIN5 inh – ABHD5-PLIN5 protein interaction inhibition | inhibition, % at 4 µM | 360,000 compounds, 0.78% hits | Q00G26+Q8WTS1 | Split G. princeps luciferase complementation, luminescence, 4 h;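 active = inhibition above the mean inhibition across every tested compound plus 3 SD, cut at about 22% in these data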;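 also: 0% = DMSO only wells and the 100% control is not disclosed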
NCOA1 inh – inhibitors of human steroid receptor coactivator 1 (SRC1); Q15788; HEK293 GAL4-SRC1 luciferase reporter, luminescence; inhibition, % at 3.6 µM; 360,000 compounds, 0.12% hits; AID 588354;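 active = inhibition above the campaign mean plus 3 SD, with each screening campaign given its own cutoff, cut at about 60% in these data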;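 also: 0% = DMSO treated cells and 100% = gossypol at 36 µM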
TROY signal inh – blocks TROY-dependent signaling in reporter cells; Q293 LMP1-TROYcd NF-kB luciferase reporter, 4 h; inhibition, % at 10 µM; 360,000 compounds, 0.98% hits;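 active = compounds whose plate-normalised and pattern-corrected inhibition of the luciferase reporter signal at the single screening dose is 50% or more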
LRH-1 inv ag – suppresses constitutive activity of human LRH-1; O00482; HEK293T StAR-luciferase reporter, LRH-1 transfected, 24 h; inhibition, % at 3.6 µM; 360,000 compounds, 0.13% hits; AID 602396;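 active = inhibition above the mean inhibition of all tested compounds plus 3 SD, cut at about 73% in these data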;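 also: 0% = DMSO wells and 100% = reporter-only cells lacking LRH-1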
TWEAK Fn14 block – inhibitors of TWEAK-Fn14 interaction signaling; 360,000 compounds, 2% hits; TWEAK-stimulated Fn14 reporter cells, luciferase luminescence, 8 h; inhibition, % at 10 µM; in the data active = inhibition above about 50%
Exocytosis inh – lytic granule exocytosis inhibition. 360,000 compounds, 0.66% hits. inhibition, % at 10 µM. AID 651702. TALL-104 LAMP-1 surface exposure, flow cytometry; cells stimulated with thapsigargin and PMA;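 active = inhibition above about 55%, limit read from the data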
COUP-TFII inh – inhibitors of human COUP-TFII (NR2F2); P24468; HEK293T NGFI-A luciferase reporter, luminescence; inhibition, % at 8.6 µM; 370,000 compounds, 0.7% hits;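 active = inhibition above a per-plate cutoff, mean inhibition of test wells between control levels plus 3 SD, cut at about 38% in these data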;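 also: cells cotransfected with COUP-TFII expression vector driving the NGFI-A reporter; 0% = median of COUP-TF2 test wells and 100% = reporter-only cells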
NOD2-RIPK2 inh – inhibitors of human NOD2-RIPK2 interaction; O43353; CHO BLA complementation NOD2-RIPK2, CCF4 ratio; inhibition, % at 4.98 µM; 360,000 compounds, 0.38% hits; AID 624267; in the data active = inhibition above about 21%;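 also: 0% = vehicle only and 100% = reference blocker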
* marks the source's active call; other numbers are inactive results; / = not tested or not shown. A portion of the library; rates above refer to the full screens.

Each structure is followed by: NCOA3 inh	NCOA2 inhibitor	TLR9-MyD88 block	ABHD5-PLIN5 inh	NCOA1 inh	TROY signal inh	LRH-1 inv ag	TWEAK Fn14 block	Exocytosis inh	COUP-TFII inh	NOD2-RIPK2 inh
CN(C)CCCNC(=O)C[C@H]1C[C@H](C(=O)N2CCOCC2)[C@@]2(CCC3CCCC3)c3[nH]c4cc(CCC(=O)N(C)C)ccc4c3CCN2C1=O
→ -9	16	-12	-1	7	8	-27	15	1	5	-9
C=CCNC(=S)NNC(=O)c1csc(CC)c1
→ 0	-16	-3	-2	-37	-38	-19	-2	-1	-16	-15
COc1ccc(/C=N/Nc2nc(N3CCCC3)nc(N3CCCC3)n2)cc1O
→ 17	-8	0	3	2	-40	-5	-10	6	-33	-4
Cc1nnc(SCc2ccc(F)cc2)n1NC/C=C/c1ccccc1
→ 10	15	-2	7	13	8	2	6	-2	10	0
CC(=O)c1ccc(NC(=O)CSc2nc(N3CCOCC3)nc(N3CCOCC3)n2)cc1
→ -51	-28	2	7	-56	-34	-22	-20	-2	-15	-4
CCOCCCn1c(SCC(=O)Nc2ccc(C(N)=O)cc2)nc2ccccc2c1=O
→ 3	-22	-5	-2	-4	7	-10	2	-2	-20	-23
O=C(NC1CC1)c1ccc(Cl)c(S(=O)(=O)N2CCOCC2)c1
→ -39	-5	1	-6	-17	0	-15	12	-3	14	9
O=[N+]([O-])c1cc(Br)c(Nc2ccccc2)c([N+](=O)[O-])c1
→ -18	34	9	7	-26	29	-21	4	-3	-78	41*
C=CCn1cc(CN2CCC(C(=O)Nc3ccc(Oc4cccnc4)cc3)CC2)c(C)n1
→ -1	20	-8	2	-4	8	-10	-6	1	8	-5
CCn1c(SCC(=O)Nc2ccc3c(c2)OCCO3)nnc1C1CC1
→ 16	-27	-1	-4	-3	4	16	2	-5	-19	-3
COc1ccc(C(=O)Nc2cccc(-c3cc4ccccc4oc3=O)c2)cc1[N+](=O)[O-]
→ 10	-22	-28	4	-1	26	12	-22	0	7	-7
O=C(COC(=O)/C=C/c1ccccc1)NC1CCCC1
→ -11	14	-1	2	-1	-6	-1	5	-5	-10	8
CCc1nnc(NC(=O)C2CCCCN2S(=O)(=O)c2ccccc2)s1 (stereo unspecified)
→ 6	11	-7	-1	1	-1	-2	16	-3	4	5
N/C(=N\OC(=O)COc1ccc(Br)cc1)c1cccnc1
→ 12	-18	-4	6	-1	-70	9	22	6	-4	7
CCC1CCCCN1CCCCOc1cccc(Cl)c1 (stereo unspecified)
→ 3	-4	-5	2	0	-2	5	-6	27	-12	-4
O=C(CC[C@H]1O[C@@H](n2cnc3c(NC(=O)c4ccccc4)ncnc32)[C@H](O)[C@@H]1O)NCc1cccs1
→ 5	-20	/	1	4	-4	17	0	4	2	-9
Cc1ccc(OCCNC(=O)CNC(=O)c2ccccc2Cl)cc1
→ 21	-12	-2	4	5	19	22	-14	-2	8	-5
Cc1cc2c3nonc3ccc2n1C
→ 6	-27	5	0	12	-5	14	-7	2	-1	-6
O=C(NCCN1C(=O)C2C3C=CC(C3)C2C1=O)Nc1ccccc1O (stereo unspecified)
→ 7	-30	6	4	-10	-24	5	12	-3	-3	-10
CC(=O)Nc1ccc(-c2csc(NC(=O)Cc3ccccc3F)n2)cc1
→ -5	-38	-3	18	-1	-27	-8	-4	20	12	-1
CCOC(=O)C(CSCC(=O)c1ccc(Cl)cc1Cl)NC(=O)OC(C)(C)C (stereo unspecified)
→ -14	-6	3	-15	-15	-10	17	-2	-3	7	-4
O=C(NC(=O)N1CCN(c2ccccc2)CC1)c1ccc(Cl)cc1
→ -50	-51	3	-6	-40	-33	-80	-18	2	-18	-9
Cc1ccccc1-n1c([C@@H]2C[C@H]2c2ccccc2)n[nH]c1=S
→ 12	14	-3	-4	-26	-23	-1	-10	-2	17	-3
CSc1nc2ccccc2cc1/C=C(\C#N)c1ccc(Cl)c(Cl)c1
→ -1	1	10	10	3	8	15	16	-5	16	1
O=C(C1CCN(S(=O)(=O)c2cccc3cccnc23)CC1)N1CCN(Cc2ccccc2)CC1
→ 14	1	3	4	5	9	19	-8	-1	3	-9
Cc1cccc(N2CCN(S(=O)(=O)c3ccc4c(c3)CC(=O)N4C)CC2)c1C
→ 7	-9	-18	-3	18	20	-4	4	-2	1	-5
CCOc1ccc(OCCCC(=O)N(C)CC(=O)Nc2ccc(N3CCOCC3)cc2)cc1
→ -22	-11	-3	6	17	-16	10	2	-1	9	-16
Cc1ccc(C(C#N)c2ccc(C(=O)c3ccc(F)cc3)cc2)cc1 (stereo unspecified)
→ 12	27	7	-6	11	26	25	32	-3	36	-1
NNc1ncnc2sc3c(c12)CCC3
→ -14	-7	-2	-3	-2	-24	-3	23	0	-1	1
CN(/C=C/C(=O)C(F)(F)C(F)(F)F)Cc1ccccc1
→ 21	5	4	-1	1	-7	16	-1	1	3	-4
Cc1cc(S(=O)(=O)NC2CCCC2)ccc1-n1cnnn1
→ 2	-6	-5	0	3	3	17	6	19	10	3
CCCNS(=O)(=O)c1cccc(C(=O)NNC(=O)c2cc(C)oc2C)c1
→ -18	2	-4	6	-25	12	-1	-7	15	-1	0
CCc1nc2ccc(C(=O)NCc3ccc(OC)cc3)cn2c1N(CCC(C)C)CCN(C)C
→ -2	-32	/	-3	-16	-2	-5	3	-3	-15	1
Cc1cc(C)c2oc(C(=O)Nc3ccc(S(=O)(=O)N4CCCC(C)C4)cc3)cc(=O)c2c1 (stereo unspecified)
→ 14	8	-2	2	3	22	-8	17	-3	-4	-4
C=C1[C@@H](CCO)N(S(=O)(=O)C(C)(C)C)C[C@@H]1C
→ -13	12	-10	-6	-11	-10	10	14	-3	-7	-13
CCCCNC(=O)C1(C)CCCCN1C(=O)c1cccs1 (stereo unspecified)
→ 7	-11	/	1	-6	-10	9	17	8	-3	0
CC(=O)N1CCN(S(=O)(=O)c2cccc(C(=O)Nc3ccc4c(c3)CCC4)c2)CC1
→ 7	3	-6	1	2	-1	2	9	-1	7	-9
Nc1cc(=O)n(Cc2ccco2)c(=S)[nH]1
→ 4	-8	1	3	-1	-2	24	4	-6	7	5
C[C@@H](N)C(=O)NC[C@H]1CC[C@H](C(=O)N[C@@H](Cc2ccccc2)C(=O)O)CC1
→ 4	-14	14	-1	-7	-2	9	4	-3	-19	-10
COc1ccc2[nH]c(C(=O)N3CCN(c4ccccc4F)CC3)c(C)c2c1
→ -7	-10	-15	-3	-10	11	-10	9	6	27	-9
CC1CCCN(C(=O)C2CCN(Cc3ccc4c(c3)OCO4)CC2)C1 (stereo unspecified)
→ -16	13	2	9	-9	1	-21	8	-9	0	-16
COc1cc(NC(=O)COC(=O)CNC(=O)c2ccc(Cl)cc2)c(C)cc1[N+](=O)[O-]
→ 20	2	5	-1	-7	7	4	-13	-4	8	-16
Cc1cc(Cl)c(S(N)(=O)=O)cc1OCC(N)=O
→ 16	-5	12	5	-6	4	0	6	3	16	-2
COC(=O)c1ccc(/C=N\NC(=O)c2c(C)nc3ccc(Cl)cn23)cc1
→ 5	/	1	4	0	-3	-11	5	-19	/	-4
COc1ccccc1-c1cnc2c(c1)C(=O)N([C@@H](C)CO)C[C@@H](C)[C@@H](CN(C)C(C)=O)O2
→ -2	-4	-1	3	-17	2	5	11	-4	-8	-13
CCOCC(=O)Nc1cc([N+](=O)[O-])ccc1C
→ 23	-20	-2	2	-6	-24	28	36	0	-8	8
O=C(NCCCN1CCCC1=O)c1cn(-c2ccccc2)nc1-c1ccccc1
→ -3	-13	5	1	-8	-19	17	-8	-2	0	-6
O=C(O)c1ccc(Sc2nnc3ccccn23)c([N+](=O)[O-])c1
→ 5	14	-2	16	8	0	5	0	-2	-1	-12
COc1ccc(CCN2CCCC(CN(C)Cc3cc(OC)c(OC)c(OC)c3)C2)cc1 (stereo unspecified)
→ 10	-18	2	5	-3	14	-4	-5	41	1	-9
O=C(CN(c1ccc(F)cc1)S(=O)(=O)c1ccccc1)NC1CC2CCC1C2 (stereo unspecified)
→ -2	8	2	-3	10	6	1	16	-11	3	-9
c1ccc(CN2CCC(N3CCC(N4CCCCCC4)CC3)CC2)cc1
→ 2	/	-4	7	2	5	0	-25	21	/	-2
CC(C)c1ccc(NC(=O)c2ccccc2NC(=O)C2CCCCC2C(=O)O)cc1 (stereo unspecified)
→ -102	-15	10	0	-83	-71	-119	-4	-8	-22	1
CC1(C)CC(=O)c2c(S(C)(=O)=O)sc(Br)c2C1
→ -9	-28	5	8	-19	-12	-30	21	-2	5	-5
CCOCCCNCc1cc(Cl)ccc1OCC
→ 21	-36	5	1	12	-17	-5	-5	2	-4	-3
CCCCN(C(=O)c1cc(S(=O)(=O)N2CCOCC2)ccc1F)c1c(N)n(CCCC)c(=O)[nH]c1=O
→ 6	15	3	2	-3	1	16	14	-2	0	2
CCOC(=O)C1=C[C@@H](C2CCCC2)N(S(=O)(=O)c2ccc([N+](=O)[O-])cc2)[C@H]1c1ccccc1
→ 12	14	/	-11	3	8	8	28	-1	-2	0
O=C(COC(=O)C12CC3CC(CC(C3)C1)C2)NCc1ccccc1
→ -2	-8	-4	-6	4	-28	25	-19	-4	0	6
